Screening results: PubChem, ICCB-Longwood Screening Facility, Harvard Medical School
Polio RdRp inh: poliovirus RNA polymerase inhibition; P03300; AID 588519; % elongation, % (compound at 16.7 µg/mL); poliovirus polymerase elongation, fluorescence polarization; stronger effect = lower value; 0.66% of 150,000 active; in the data active = % elongation below about 90%; note: some results filed as inactive read as strong as hits
Target sequence (P03300 1749-2209 limits assumed): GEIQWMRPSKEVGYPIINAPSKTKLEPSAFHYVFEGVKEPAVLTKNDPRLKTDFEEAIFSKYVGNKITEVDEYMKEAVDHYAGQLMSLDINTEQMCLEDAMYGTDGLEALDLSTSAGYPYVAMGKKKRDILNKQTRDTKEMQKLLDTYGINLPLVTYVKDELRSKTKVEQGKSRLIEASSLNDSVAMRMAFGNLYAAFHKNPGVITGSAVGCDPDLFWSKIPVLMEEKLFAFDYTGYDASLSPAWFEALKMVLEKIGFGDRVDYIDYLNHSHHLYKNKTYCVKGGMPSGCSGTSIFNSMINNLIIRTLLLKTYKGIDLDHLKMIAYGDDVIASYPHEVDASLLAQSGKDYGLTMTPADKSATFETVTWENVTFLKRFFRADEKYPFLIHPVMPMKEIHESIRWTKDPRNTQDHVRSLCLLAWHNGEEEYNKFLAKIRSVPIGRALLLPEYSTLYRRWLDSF
Polio RdRp inh FP z-score: second read-out of Polio RdRp inh, no call of its own (marks repeat the call); z-score; measured here: FP z-score; hits read low
Active calls of the source: *. Some of the compounds tested; the hit share may differ from the screen's.

SMILES	Polio RdRp inh	Polio RdRp inh FP z-score
Cc1ccccc1Cn1c2ccccc2c2cnn(CC(=O)NCc3cccc(Cl)c3)c(=O)c21	106	-0.3
O=C(Cc1ccccc1)N1CCSC1=S	104	0.8
CC[n+]1ccsc1N	104	0.9
Cc1oc2ncn(CC(C)C)c(=O)c2c1C(=O)NCC1CCN(Cc2ccc(F)cc2)CC1	105	0.6
Nc1nc(N)c2[nH]c(C3CCCCC3)nc2n1	79*	-3.6*
COc1ccc(/C=c2/[nH]/c(=C/C(=O)c3ccccc3)c(=O)[nH]c2=O)cc1OC	130	2.6
COc1cc2c(cc1OC)CN(C(=O)/C=C/c1ccc(F)cc1)CC2	102	-0.1
COC(=O)C1CCN1CC1CCCO1 (stereo unspecified)	105	0.3
CCOc1ccc(CCNC(=O)C(C)n2nc(C)n3c(cc4occc43)c2=O)cc1OCC (stereo unspecified)	104	-0.4
Cc1ccc(NC(=O)N2CCN(c3nnc(C)c4c(C)n(-c5ccccc5)nc34)CC2)cc1Cl	111	0.4
CC1CC(C)CN(C(=O)CSc2nc3ccsc3c(=O)n2Cc2ccccn2)C1 (stereo unspecified)	103	1
CCc1nc2sc3c(c2c(=O)[nH]1)CCCC3	104	0.5
Cc1cc(=O)n(Cc2c(F)cccc2Cl)c2c1c(C)nn2-c1cccc(F)c1	103	-0.6
CCc1ccc2[nH]cc(S(=O)(=O)c3ccc(C(C)C)cc3)c(=O)c2c1	103	-0.2
CNC(=O)c1ccc2nc(Cc3ccccc3)oc2c1	103	-0.8
C/C=C/c1ccc(Oc2nnc(C)c3ccccc23)c(OC)c1	102	0.1
CCn1c(=O)c(C(=O)CSc2nnc(NC3CC3)s2)c(N)n(Cc2ccccc2)c1=O	104	0
N#CC(C#N)=C1N=NNN1c1ccccc1	105	0
CC(C)(C)C1=NN(c2nc3ccc(Cl)cc3s2)C(=O)C1	106	0.5
CCCN(C(=O)c1cc2c(=O)[nH]c3ccc(C)cc3c2s1)c1ccc(CC)cc1	104	-0.1
O=C(Nc1cc2ccccc2s1)Nc1ccc(F)cc1F	102	-0.1
Cc1ccc(CN2CCSc3ccc(C(=O)Nc4ccc(C)cc4)cc32)cc1	100	-1.4
COc1cccc(C(=O)c2cn(CC(=O)NCc3ccccc3Cl)c3nc(C)ccc3c2=O)c1	106	-0.2
CC(=C1C(=O)c2ccccc2C1=O)N1CCC(C(N)=O)(N2CCCCC2)CC1	101	-0.3
CCc1nnc(NC(=O)CCC(=O)N2CC3(C)CC2CC(C)(C)C3)s1 (stereo unspecified)	107	1.6
CC1CCCCN1CCNC(=O)c1ccc(Cn2c(SCc3ccccc3)nc3cccnc32)cc1 (stereo unspecified)	111	0.2
CCc1cccc(N2C(=O)CCC2(C)C(=O)NC2CCCC2)c1 (stereo unspecified)	102	0.2
O=C(c1ccc2c(c1)N(Cc1cccc(Cl)c1)C(=O)c1ccccc1S2(=O)=O)N1CCCCCC1	103	-0.5
CCCc1nn2c(=O)cc(COc3ccc(/C=C(\C#N)C(=O)NCc4ccco4)cc3)nc2s1	102	0.7
N#CC(C#N)=Cc1cc(Br)cs1	105	1
Cc1ccc(C(=O)CCC(=O)N2CCCCCC2)cc1	110	0.9
O=C(C1CCCCN1S(=O)(=O)c1ccccc1)N1CCCC1 (stereo unspecified)	103	0.2
O=C(CSc1nc2ccccc2nc1N1CCOCC1)N1CCC2(CC1)OCCO2	101	-0.1
COC(=O)CC(=O)c1cc2ccccc2oc1=O	103	0.1
Cc1nc2ccc(N=Cc3ccccc3O)cc2s1	104	0.1
O=C(Oc1ccccc1)C1CCCN(C2=NS(=O)(=O)c3ccccc32)C1 (stereo unspecified)	104	0.3
CCOc1ccc(OCC)c(CC2OC(c3ccccc3)=NC2=O)c1 (stereo unspecified)	104	0.1
CCCc1nc(=S)c2ccccc2[nH]1	102	-0.2
CCC(C)NC(=O)c1cc(Nc2ccc(C(C)C)cc2)nc2ccccc12 (stereo unspecified)	102	-0.2
Cc1cc(C)cc(CC(c2nc3ccccc3[nH]2)C(C)c2nc3ccccc3[nH]2)c1 (stereo unspecified)	102	-0.2
O=C(/C=C/c1ccccc1)N1C(=O)OCC1c1ccccc1 (stereo unspecified)	109	0.4
CC(C)(C)c1cc(-c2ccccc2)c(C#N)c(N)n1	101	0.4
CS(=O)(=O)N(Cc1ccccc1)Cc1ccccc1	106	0.2
Cc1cc(C)c2oc(C(=O)NCCc3ccc(S(N)(=O)=O)cc3)cc(=O)c2c1	103	-0.8
CC1(O)N(CC(=O)O)C(=O)OC12CCCCC2 (stereo unspecified)	106	0.4

Of the compounds above, these have a halogen:
SMILES	Polio RdRp inh	Polio RdRp inh FP z-score
Cc1ccccc1Cn1c2ccccc2c2cnn(CC(=O)NCc3cccc(Cl)c3)c(=O)c21	106	-0.3
Cc1oc2ncn(CC(C)C)c(=O)c2c1C(=O)NCC1CCN(Cc2ccc(F)cc2)CC1	105	0.6
COc1cc2c(cc1OC)CN(C(=O)/C=C/c1ccc(F)cc1)CC2	102	-0.1
Cc1ccc(NC(=O)N2CCN(c3nnc(C)c4c(C)n(-c5ccccc5)nc34)CC2)cc1Cl	111	0.4
Cc1cc(=O)n(Cc2c(F)cccc2Cl)c2c1c(C)nn2-c1cccc(F)c1	103	-0.6
CC(C)(C)C1=NN(c2nc3ccc(Cl)cc3s2)C(=O)C1	106	0.5
O=C(Nc1cc2ccccc2s1)Nc1ccc(F)cc1F	102	-0.1
COc1cccc(C(=O)c2cn(CC(=O)NCc3ccccc3Cl)c3nc(C)ccc3c2=O)c1	106	-0.2
O=C(c1ccc2c(c1)N(Cc1cccc(Cl)c1)C(=O)c1ccccc1S2(=O)=O)N1CCCCCC1	103	-0.5
N#CC(C#N)=Cc1cc(Br)cs1	105	1

(next part)
SMILES	Polio RdRp inh	Polio RdRp inh FP z-score
O=C(COC(=O)c1ccc(Br)cc1)Nc1cccc2ccccc12	103	0.7
O=C(NCc1cccc(Br)c1)c1ccc(-n2cnc3cccnc32)cc1	102	-0.8
Cc1ccc(NC(=O)c2cccc(Oc3ccc(C#N)cc3)c2)cc1	98	-0.6
CCCCN1C(=O)C2C(c3ccccc3O)NC(C)(C(=O)O)C2C1=O (stereo unspecified)	109	0.8
CCNC(=O)c1cc2c(=O)n3ccccc3nc2n(C(C)C)c1=N	100	-0.3
CCOc1ccccc1N1CCN(C(=O)CC(C)(C)C)CC1	98	-1.6
COc1c(NC(=O)N(C)C)csc1Cl	106	0.3
Cc1ccc(NC(=O)C2CCCN(S(=O)(=O)c3cccc4nsnc34)C2)cc1C (stereo unspecified)	119	3
O=C(c1ccc2c(c1)N(Cc1ccccc1F)C(=O)c1ccccc1S2=O)N1CCN(c2ccccc2)CC1 (stereo unspecified)	108	0.3
O=C(NC1CCCC1)C1c2ccccc2Oc2ccccc21	104	0
COc1cccc(C2C(C(N)=O)=C(C)Nc3ncnn32)c1 (stereo unspecified)	106	-0.8
COCCNC(=O)c1cc(-c2cccc(Cl)c2)on1	106	0.4
Cc1ccc(S(=O)(=O)N2CCN(Cc3nc4ccc(C)cc4o3)CC2)c(C)c1	105	-0.3
CCC1(CC)OC(c2cccnc2)Nc2ccccc21 (stereo unspecified)	108	0.4
C=C1c2ccccc2N=C(SCC(=O)Nc2ccc(OC(F)F)cc2)N1C	104	0

Looked up one by one from the entries so far (2):
SMILES	Polio RdRp inh	Polio RdRp inh FP z-score
Cc1ccc(NC(=O)N2CCN(c3nnc(C)c4c(C)n(-c5ccccc5)nc34)CC2)cc1Cl	111	0.4
O=C(NC1CCCC1)C1c2ccccc2Oc2ccccc21	104	0

(cont.)
SMILES	Polio RdRp inh	Polio RdRp inh FP z-score
O=C(CCNS(=O)(=O)c1ccc2c(c1)CCN2C(=O)C1CC1)Nc1ccc(Cl)cc1	107	-0.1
CC(=O)Nc1cccc2c1Cc1ccccc1-2	100	0
C=CCOc1ccc(C2/C(=C(\O)c3ccc(OC)cc3)C(=O)C(=O)N2CCN2CCNCC2)cc1 (stereo unspecified)	100	-0.2
O=S(=O)(c1ccccc1)c1nc(-c2cccs2)oc1SCc1ccccc1F	109	1.2
O=C(NC1CCCCC1)c1noc2c1CCc1ccccc1-2	100	-0.1
CC(Oc1cccc2c1OC(C)(C)C2)C(=O)N(C)c1ccccc1 (stereo unspecified)	99	-0.3
CC(=O)N1CCc2cc(C(O)CN(C)Cc3ccccc3)ccc21 (stereo unspecified)	101	-1
O=C1CS/C(=N\c2nccs2)N1	117	4.9
COCCCNC(=O)CCC(=O)NNc1nc2ccccc2c2nc(C)nn12	24*	-8.5*
CCN(CC)C(=S)Oc1ccc(C#N)cc1	105	0.1
CC(C(=O)Nc1ccc2c(c1)OCO2)N1CCN(S(=O)(=O)/C=C/c2ccccc2)CC1 (stereo unspecified)	108	0.7
COC(=O)CN(c1ccc2c(c1)OCCO2)S(C)(=O)=O	101	0.2
CCc1ccc(-n2c(N3CCN(c4ccc(F)cc4)CC3)nc3ccccc3c2=O)cc1	107	0.4
O=C(NCc1cccs1)c1ccc(CSc2nc3cccnc3n2Cc2ccccc2F)cc1	106	-0.6
O=C1CSC(c2ccccc2)N1C1CCCCC1 (stereo unspecified)	105	1.1
COC(=O)c1c(C)oc(C)c1S(=O)(=O)N1CCOCC1	104	-0.1
COc1ccc(NC(=O)c2cc(-c3ccco3)nc3ccccc23)cc1Cl	102	0
O=C(O)CSCC(=O)N1CCN(Cc2ccc3c(c2)OCO3)CC1	99	-0.8
COc1cccc(NS(=O)(=O)c2ccc3c(c2)n(C)c(=O)n3C)c1	109	0.3
COc1ccc(OCc2cccc(C(=O)O)c2)cc1	100	-0.3
CCOc1ccc(CNC(=O)CCn2c(=O)c3cccn3c3cccnc32)cc1	100	-1.2
Cn1nc(C(=O)NCc2ccc(Cl)cc2)c2c1-c1ccccc1S(=O)(=O)C2	102	-0.8
CCC1CN2CCc3cc(OC)c(OC)cc3[C@@H]2C[C@@H]1C[C@H]1NCCc2cc(OC)c(OC)cc21 (stereo partly specified)	102	0.1
CCCCNC(=O)c1ccc(CS(=O)(=O)c2cccc(C(F)(F)F)c2)o1	99	-1.3
CCNC(=O)/N=C1\NC(=O)C(C(C)C)O1 (stereo unspecified)	103	0.2
CC1=CC(C)C2(COC(=O)NC3CCCCC3)COC3(CCCC3)C1C2C (stereo unspecified)	106	0.3
COC(=O)C1=CN(C(C)C)C=C(C(=O)OC)C1c1cccs1	99	-0.4
Nc1nc(N)nc(-c2ccccc2)n1	101	0.2
CCOC(=O)Cc1sc(NC(C)=O)nc1-c1ccccc1	102	-0.2
COCCn1c(COc2ccc(Cl)cc2)nnc1SCC(=O)OC	102	0
N#CCCNCCN1CCOCC1	103	0.1
O=C(C1CC1)N1CCc2cc(Br)cc(S(=O)(=O)NCc3cccs3)c21	100	0
CCOc1ccc(-c2cc(C(=O)NCCc3ccc(OC)c(OC)c3)c3c(-c4ccc(F)cc4)[nH]nc3n2)cc1	104	-0.3
CC1CCCN(S(=O)(=O)c2ccc(/C(O)=C(\C#N)c3nc4ccccc4n3C)cc2)C1 (stereo unspecified)	104	0.5
Cc1nc(Cc2nnc(SCC(=O)N3c4ccccc4NC(=O)C3(C)C)o2)cs1	105	0.2
CCCN(Cc1nnc(-c2ccco2)o1)C(=O)/C=C/c1nc2ccccc2s1	101	-0.3
Cc1ccc2[nH]c(CSc3nnc(NC(=O)c4ccccc4C)s3)cc(=O)c2c1	108	0.4
O=C(CSc1cccc[n+]1[O-])Nc1ccccc1C(F)(F)F	104	0.8
CCC1CCCCN1CC(C)(C)NS(=O)(=O)c1ccccc1 (stereo unspecified)	101	0
CC(C)N1CCCc2cc(CN)ccc21	31	-8
Cc1ccc(NC(=O)N2CCN3CCCCC3C2)cc1C (stereo unspecified)	109	0.1
Cc1ccc(S(=O)(=O)CCSc2sc(C#N)c3c2C(=O)CC(C)(C)C3)cc1	104	-0.3
Cc1cccc(C(=O)Nc2nc3c(s2)CCCC3)c1	107	0.4
Cc1cc(N2CCC(C)CC2)nc2ccc(NC(=O)CCC(=O)N3CCN(c4cccc(C(F)(F)F)c4)CC3)cc12	105	0
CCCCc1ccc(CC(=O)O)cc1	102	0.2
COC(=O)C1=C(C)N(c2ccc(C(C)C)cc2)C(=O)/C1=C\c1ccco1	101	-0.3
CCC(C)Nc1sc(S(=O)(=O)CC)nc1S(=O)(=O)c1ccc(C)cc1 (stereo unspecified)	106	-0.3
Clc1cccc(N2CCN(C3=Cc4ccccc4C3)CC2)c1	100	-0.5
CCN(CC)CCCNC(=O)c1nn(-c2ccc(C)cc2)c(=O)c2c1c1ccccc1n2C	103	-1.3
NC(Cc1ccccc1)c1ccccc1 (stereo unspecified)	105	0.4
CCC(C(=O)Nc1ccccc1F)N1C(=O)CN=C(c2ccccc2)c2ccccc21 (stereo unspecified)	111	0.6
Cn1cnnc1SCc1cc(=O)c(OCc2cccc(F)c2)co1	100	0
N#CC(C(=O)COc1ccccc1)c1ccccc1 (stereo unspecified)	102	0.4
COc1ccc(CCNC(=O)CS(=O)Cc2nc(-c3ccc(C)cc3)oc2C)c(OC)c1 (stereo unspecified)	105	-0.2
Cc1ccc(CNC(=O)CCSCc2ccc(C)cc2)cc1	104	1.1
CCn1c(C(=O)NCc2ccc(OC(C)C)cc2)cc2oc3ccccc3c21	108	-0.6
COc1ccccc1-c1cc(NC(=O)COc2ccccc2Cl)n(-c2ccccc2)n1	107	-0.2
CCc1ccc(NC(=O)c2nc(S(C)(=O)=O)ncc2N(Cc2ccc(C)cc2)Cc2ccco2)cc1	102	0.3
Cc1cccc(N2CCN(C(=O)Cc3c(C(=O)O)c(C)cn3C)CC2C)c1 (stereo unspecified)	105	-0.1
COc1cc2c(cc1OC)C(c1ccccc1)N(C(=O)CSc1nc3ccccc3o1)CC2 (stereo unspecified)	100	-0.3
